High-throughput results (PubChem BioAssay)
TrxR1 substrate: substrates of rat thioredoxin reductase 1 | Potency, µM (doses to about 114 µM), without a hit: top-dose activity change, negative = substrate turnover | 390,000 compounds, 0.01% hits | purified TrxR1 substrate turnover, NADPH consumption readout | AID 588456; also: potency is read from the fitted curve at half-maximal effect; % is scaled to controls: 0 for no effect and ±100 for the full control effect; nearly all actives have a fitted effect of over 50% in size
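Rat TrxR1, dispensed at 90 nM, was prereduced with 400 uM NADPH (final) for 5 min at ~22 deg C, then incubated with compound 15 min before 400 uM selenite. A first-read NADPH fluorescence drop versus no-compound background flagged substrates.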
Pin1 inhibitor: human Pin1 inhibition | AID 504891 | Pin1 FP peptide displacement, HiFluor488, 10 min | 390,000 compounds, 0.009% hits | Potency, µM (top dose mostly 115 µM), inactives show at the top dose activity, negative = inhibition, most hits filed as inhibitors; active = well fitted inhibition curve with a large enough effect in the polarisation, with a control signal flat, not every such curve was filed as active; inconclusive = small, poorly fitted or top-dose-only effect, or effect the other way, or a change in a side signal; inactive = no such curve, though single readings can be large or run the other way; the % refers to the polarisation; also: potency is read from the fitted curve at half-maximal effect; % is scaled to controls: 0 for no effect and ±100 for the full control effect
Target sequence (Q13526 whole entry, looked up): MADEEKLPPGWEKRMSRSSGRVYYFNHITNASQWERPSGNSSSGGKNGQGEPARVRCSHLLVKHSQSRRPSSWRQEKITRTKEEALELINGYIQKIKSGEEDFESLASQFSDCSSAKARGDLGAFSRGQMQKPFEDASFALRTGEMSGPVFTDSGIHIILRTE
GLS inh: inhibitors of human glutaminase (GLS); GLS enzymatic activity, qHTS titration; Potency, µM (top dose mostly 45.5 µM), for inactives: at the top dose activity change, negative = inhibition, actives largely listed as inhibitors; 410,000 compounds, 0.21% hits; AID 624170; also: potency is read from the fitted curve at half-maximal effect; % is scaled to controls: 0 for no effect and ±100 for the full control effect
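Coupled fluorescence readout: glutamate oxidase/HRP/Amplex Red detect glutamate formed by hKGA from L-glutamine (1 mM solution added). Buffer 45 mM KH2PO4 pH 8.2, 0.02% Tween-20; reads at t0 and 30 min RT.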
Tb PGK inh: inhibitors of T. brucei phosphoglycerate kinase; P07378; PGK/GAPDH coupled, Kinase-Glo luminescence, 60 min; Potency, µM (highest dose often 57.5 µM), inactives show top-dose activity change, negative = inhibition, hits mostly inhibitors; 380,000 compounds, 0.043% hits; AID 602233; also: potency is read from the fitted curve at half-maximal effect; % is scaled to controls: 0 for no effect and ±100 for the full control effect; nearly all actives have a fitted effect of over 60% in size
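Recombinant glycosomal PGK reaction used 1,3-bisphosphoglycerate generated in-well by GAPDH (100nM final) in 100mM TEA pH 7.6, 5mM MgCl2, 0.01% Tween-20. After 60 minutes at room temperature, ATP was read by Kinase-Glo Plus luminescence end-point.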
IDH1 R132H inh: inhibitors of human mutant IDH1 R132H | O75874 | IDH1-R132H enzyme, NADPH consumption, diaphorase/resazurin fluorescence | Potency, µM (series often up to 76.6 µM), for the others: at the highest dose activity change, negative = inhibition, actives largely listed as inhibitors | 390,000 compounds, 0.093% hits | AID 602179; also: potency is read from the fitted curve at half-maximal effect; % is scaled to controls: 0 for no effect and ±100 for the full control effect; nearly all actives have a fitted effect of over 65% in size
Target sequence (O75874 whole entry R132H, stated change not applied): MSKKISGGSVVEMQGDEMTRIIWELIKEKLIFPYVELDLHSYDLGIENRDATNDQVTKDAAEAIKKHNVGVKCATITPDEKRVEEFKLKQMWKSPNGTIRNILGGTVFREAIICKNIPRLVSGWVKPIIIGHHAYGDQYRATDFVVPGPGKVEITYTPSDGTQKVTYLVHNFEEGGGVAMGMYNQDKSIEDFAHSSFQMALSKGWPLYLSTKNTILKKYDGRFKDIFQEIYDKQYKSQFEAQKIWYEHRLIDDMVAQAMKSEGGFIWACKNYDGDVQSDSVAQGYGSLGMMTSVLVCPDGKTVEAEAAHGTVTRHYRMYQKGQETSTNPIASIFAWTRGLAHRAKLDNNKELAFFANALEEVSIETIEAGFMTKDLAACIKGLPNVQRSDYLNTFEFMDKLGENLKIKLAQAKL
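IDH1-R132H (0.5 ug/mL dispensed) in pH 7.5 Tris buffer was preincubated 30 min with compound, then given a substrate mix of 0.016 mM NADPH and 2 mM alpha-KG for 80 min at room temperature; remaining NADPH was read by diaphorase/resazurin fluorescence.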
USP1-UAF1 inh: inhibitors of human USP1/UAF1 deubiquitinase | O94782 | recombinant USP1/UAF1, Ub-Rhodamine cleavage fluorescence | Potency, µM (highest dose often 57.1 µM), for the others: top-dose activity change, negative = inhibition, hits mostly inhibitors | 390,000 compounds, 0.23% hits | AID 743255; also: potency is read from the fitted curve at half-maximal effect; % is scaled to controls: 0 for no effect and ±100 for the full control effect; nearly all actives have a fitted effect of over 60% in size; inactives centre near -12
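USP1/UAF1 complex at 1 nM was preincubated with compound for 15 min at room temperature, then Ub-Rho substrate (150nM final) was added. Fluorescence (480/540 nm) was read kinetically, 6 reads every 60 seconds.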
PI4K2A inh: inhibitors of human PI4K2A; purified PI4K2A, ADP-Glo luminescence, 1 h; active compounds read low; 420,000 compounds, 0.13% hits; Q9BTU6; activity change, negative = inhibition, % at 76.9 µM; AID 1346378; in the data active = activity change below about -50%; inconclusive = mostly about -30% to -49%;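 also: -100% = wells without enzyme as full effect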
Target sequence (Q9BTU6 whole entry, looked up): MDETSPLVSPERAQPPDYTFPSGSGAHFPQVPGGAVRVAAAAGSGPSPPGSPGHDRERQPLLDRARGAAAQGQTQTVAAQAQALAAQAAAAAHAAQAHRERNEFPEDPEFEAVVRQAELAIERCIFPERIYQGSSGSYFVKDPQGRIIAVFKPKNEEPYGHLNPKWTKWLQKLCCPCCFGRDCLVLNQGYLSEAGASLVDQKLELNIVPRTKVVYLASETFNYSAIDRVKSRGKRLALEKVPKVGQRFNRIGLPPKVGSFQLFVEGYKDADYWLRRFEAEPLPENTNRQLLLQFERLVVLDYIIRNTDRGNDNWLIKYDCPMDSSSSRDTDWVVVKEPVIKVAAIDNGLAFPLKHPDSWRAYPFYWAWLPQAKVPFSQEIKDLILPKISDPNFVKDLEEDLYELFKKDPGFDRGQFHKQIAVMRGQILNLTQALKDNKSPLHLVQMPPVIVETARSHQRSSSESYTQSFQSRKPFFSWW
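ADP-Glo luminescence measured ADP generated by PI4K2A enzyme (4 ug/mL before mixing) with 1.2 mM PI substrate (pre-mix) and 300 microM ATP (pre-mix). Tris pH7.5 buffer with MgCl2, Triton X-100; 1 h reaction at ambient temperature.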
rTrxR1 inhibitor: blocks rat thioredoxin reductase 1 | 390,000 compounds, 1% hits | AID 588453 | recombinant rTrxR1, NADPH fluorescence consumption, selenite substrate | O89049 | Potency, µM (series often up to 114 µM), for inactives: at the highest dose activity change, negative = inhibition, hits mostly inhibitors; also: potency is read from the fitted curve at half-maximal effect; % is scaled to controls: 0 for no effect and ±100 for the full control effect; nearly all actives have a fitted effect of over 65% in size
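Rat TrxR1 (90 nM in the dispensed reagent) was pre-reduced with 400 uM NADPH for 5 min at room temperature, then incubated with compound for 15 min. After 400 uM selenite was added, NADPH fluorescence (Ex 340/Em 450 nm) was followed for 8 min.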
HP1b binding inh: HP1-beta chromodomain-methylated histone interaction inhibition. AlphaScreen HP1-beta / biotin-H3K9me3 peptide binding. 390,000 compounds, 0.56% hits. P83916. Potency, µM (highest dose often 114 µM), for the others: at the top dose activity change, negative = inhibition, usual class: inhibitors. AID 540317; also: potency is read from the fitted curve at half-maximal effect; nearly all actives have a fitted effect of over 70% in size; inactives centre near 23
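HP1-beta protein (50 nM final) preincubated 30 min at room temperature with biotinylated H3(1-18)K9me3 peptide (50 nM) in PBS pH 7.4, 0.01% Tween-20, then compound added for 30 min. AlphaScreen streptavidin donor/nickel chelate acceptor beads (10 ug/mL final), 30 min dark, luminescence read.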
* marks the source's active call; other numbers are inactive results; i = inactive; ? = inconclusive; · = not tested or not shown; [ ] = another dose, or the depositor's remark. Unless noted, calls follow the shape of the dose curve; as a rule, active = well fitted curve in the direction sought with a large enough effect; inconclusive = small, poorly fitted or top-dose-only effect, or another doubt; inactive = no such curve, though single readings can be large; an effect the other way counts as inactive or inconclusive.

SMILES	TrxR1 substrate	Pin1 inhibitor	GLS inh	Tb PGK inh	IDH1 R132H inh	USP1-UAF1 inh	PI4K2A inh	rTrxR1 inhibitor	HP1b binding inh
CN(CCC1CCOCC1)Cc1cn[nH]c1-c1ccc(-c2ccccc2)cc1	1%	-4%	14%	2%	1%	-13%	1	10%	9%
O=C(O)CC1(CC(=O)Nc2ccccc2Br)CCCC1	-2%	-11%	-1%	-7%	14%	-24%	4	11%	-15%
CC(C)c1ccc(NC(=O)c2cccn2-c2nnc(N3CCCCC3)s2)cc1	0%[57.1 µM]	18%	-11%	1%	7%	?	-1	17%[57.1 µM]	-14%
CCN(CC(=O)NCc1ccc(Cl)cc1)C(=O)CCC(=O)c1ccc(C)cc1	8%	-3%	-9%	-1%	9%	-13%	-6	15%	5%
CC(C)Cn1cc(C(=O)NCCCN2CCC(C)CC2)c2c3ccccc3n(C)c2c1=O	15%	-8%	0%	i	1%	-6%	0	11%	6%
Cc1ccc2nc(NCc3ccco3)c(C=NCc3ccco3)c(=O)n2c1	10%	?	1%	·	5%	-6%	7	20%	31%
CCOc1cc(CN2CCC(n3nccc3NC(=O)C3CC3)CC2)ccc1O	4%	0%	16%	-14%	3%	-20%	-3	-22%	12%[57 µM]
CC(C)=N/N=C1\NC(=O)C(C)S1 (stereo unspecified)	0%	-3%	17%	1%	-4%	-8%	-2	24%	41%[activator]
COCCN(C(=O)CSc1n[nH]c(-c2ccccc2)n1)c1c(N)n(CC(C)C)c(=O)[nH]c1=O	-8%	-1%	9%	4%	-2%	-6%	3	6%	15%
Cc1[nH]c2ccccc2c1C(=O)CN1CCN(C/C=C/c2ccccc2)CC1	-14%	14%	-2%	i	-2%	-20%	5	?	3%
CCN(CC)S(=O)(=O)c1ccc(/C=C/C(=O)Nc2ccc(F)cc2F)cc1	-8%	13%	1%	-6%	-5%	-9%	2	24%	34%
Cc1ccc(C(=O)c2cccc(N)c2)cc1C	-3%	0%	2%	·	-3%	-14%	-3	20%	55%[activator]
CCn1c2ccccc2c2cc(NC(=O)c3ccco3)ccc21	-5%	12%	10%	·	5%	0%	-10	?	-8%
CCOC(=O)c1cnc(-n2cc(C)cn2)nc1Nc1ccccc1OC	5%[57.1 µM]	-1%	7%	0%	-2%	-11%	-7	-1%[57.1 µM]	34%
CCC(=O)OC1(C)C(=O)C2=COC(c3ccc(OC)cc3)=CC2=C(Br)C1=O (stereo unspecified)	10%[57.1 µM]	?	15%	20µM*	-3%	35µM*	?	?	-8%
CCOc1ccc(-c2cn3c(n2)sc2cc(C(=O)NCCCN4CCCCCC4)ccc23)cc1	3%	2%	-16%	-7%	-7%	?	-1	23%[11.4 µM]	58%[activator]
CCOc1ccc2[nH]c(=O)c(C(c3nnnn3Cc3ccco3)N3CCCC(C)C3)cc2c1 (stereo unspecified)	17%[57.1 µM]	13%	-21%	4%	-9%	-2%	1	13µM*	-2%
Cc1cc(C)cc(N2C(=O)CC(Sc3nnnn3-c3ccccc3)C2=O)c1 (stereo unspecified)	16%	53%[activator]	3%	i	2%	-11%	-2	11µM*	19%
CCOC(=O)c1cccc(NC(=O)c2cc3cc4ccc(C)cc4nc3s2)c1	29%	16%	-8%	-9%	-10%	-24%	-3	-6%	-13%
COc1ccccc1NC(=O)CCn1c(=O)sc2ccccc21	8%	5%	15%	5%	0%	-7%	1	16%	14%
COCCSc1nc(N)c(NC(=O)c2ccco2)c(=O)[nH]1	-6%	2%	30%[activator]	-1%	6%	-2%	6	-4%	6%
COc1ccccc1NS(=O)(=O)c1cccc(C(=O)NN)c1	7%	-2%	12%	-7%	5%	1%	-6	19%	6%
CCc1ccccc1NC(=O)c1cnc2n(c1=O)CCS2	11%	0%	-8%	-10%	13%	-29%	-3	7%	29%
CCC(C(=O)O)N1C(=O)/C(=C/c2cccn2C)SC1=S (stereo unspecified)	?	?	9%	i	-2%	?	0	-25%	-3%
Cc1ccc(C(c2c(C)n(C)n(-c3ccccc3)c2=O)c2c(C)n(C)n(-c3ccccc3)c2=O)s1	-1%[57.1 µM]	-1%	-3%	-3%	-4%	-18%	4	6%[57.1 µM]	25%
NC(=O)c1cc[n+](CC(=O)NC(=O)Nc2ccccc2)cc1	11%	-2%	0%	-1%	5%	-24%	-7	29%	28%
CCN(CC)c1ccc(/C=N/Nc2nc(C)cc(C)n2)c(O)c1	-17%	?	29%	-4%	2%	-26%	-1	-17%	?
O=C(NC(O)C(=O)c1ccccc1)c1ccccn1 (stereo unspecified)	6%	-4%	5%	-4%	-6%	-17%	0	13%	3%
CN(C)c1ccc(C2C3CCCc4ccccc4C3=NN2C)cc1 (stereo unspecified)	10%	3%	18%	1%	0%	-11%	0	14%	?
CCC(C(=O)OC)n1cnc2c(nnn2-c2cccc(OC)c2)c1=O (stereo unspecified)	0%[57.1 µM]	-1%	0%	3%	-2%	-23%	-1	18%[2.29 µM]	31%
COc1cc(NC(=O)NCCn2nnc3cc(S(=O)(=O)N(C)C)ccc32)cc(OC)c1	3%[57.1 µM]	-7%	1%	i	0%	-22%	-2	10%[57.1 µM]	6%
COc1ccccc1NC(=O)C1=C(C)Nc2ncnn2C1c1ccc(C)o1 (stereo unspecified)	-6%	0%	-5%	-2%	1%	-19%	-3	-2%	35%
COc1ccc2[nH]c3c(c2c1)CCN1C(=O)C(CC(=O)NCc2cccc(C(F)(F)F)c2)C[C@H](C(=O)N(C(C)C)C(C)C)[C@@]31C (stereo partly specified)	-11%	2%	0%	0%	-19%	-19%	-2	9%	-15%
Cc1nn(-c2ccccc2)c(OC(=O)c2ccc(Cl)cc2)c1S(=O)(=O)c1ccccc1	-5%	-3%	15%	2%	0%	-18%	-2	-6%	20%
Cc1cc(C(=O)Nc2ccc(C(C)C)cc2)c2c(C)nn(-c3ccccc3)c2n1	29%	0%	-6%	-3%	8%	-26%	1	40%[activator]	58%[activator]
CCn1c(NC(=O)c2nn(C)cc2Br)nc2ccccc21	-5%	2%	0%	-2%	4%	-22%	0	-9%	?
CC(=O)N(Cc1ccc(Br)cc1)c1cccc(C)c1C	-5%	-3%	-3%	2%	10%	-10%	-1	17%[57.1 µM]	35%
CCOC(=O)c1nnc(-c2ccccc2)nc1Oc1ccccc1Cl	-9%[57.1 µM]	1%	-14%	-8%	-1%	-18%	-9	-17%[57.1 µM]	13%
Cc1cccc2c1Sc1ccc(Cl)cc1CC2N1CCNCC1 (stereo unspecified)	5%	34%[activator]	1%	i	11%	-25%	0	11%	24%
Cc1cccc(NC(=S)N2CCn3cccc3C2c2cccnc2)c1 (stereo unspecified)	-4%	-4%	13%	-8%	-1%	-24%	-2	-11%	-10%
O=C(CN1CCN(c2ccc(O)cc2)CC1)Nc1cc(S(=O)(=O)N2CCCCC2)ccc1Cl	-13%[57.1 µM]	-2%	-10%	i	4%	-15%	-3	24%[57.1 µM]	50µM*
CCS(=O)(=O)C1=NSC2=NC(=O)/C(=C\c3ccc(OC(=O)c4ccco4)cc3)C(=N)N21	-13%	-5%	25%	-12%	0%	?	-16	?	8%
O=C(Nc1ccccc1)OCc1cn(-c2ccc(Cl)cc2)nn1	-4%	-5%	-1%	-7%	-3%	3%	-6	0%	31%
CC(CCc1ccccc1)NC(=O)COC(=O)c1ccccc1O (stereo unspecified)	12%	-1%	1%	0%	-3%	-24%	7	11%	49%[activator]
Cc1occc1C(=O)Nc1ccccc1C#N	-8%	4%	-9%	4%	0%	-3%	-2	-10%	36%
Cc1ccc(-n2ccnc2SCC(=O)c2c(N)n(C3CC3)c(=O)[nH]c2=O)cc1C	2%	14%	2%	-2%	-5%	-6%	-3	12%	31%
CCOc1ccccc1NC(=O)Cn1nnc2sc3c(c2c1=O)CCC(C(C)(C)C)C3 (stereo unspecified)	-4%	0%	-1%	·	·	-10%	-2	14%	59%[activator]
O=[N+]([O-])c1ccc(N2CCCC2)c([N+](=O)[O-])c1	·	·	-8%	-4%	3%	-13%	2	·	·

Reformatted with the structure last: part of the list above
TrxR1 substrate	Pin1 inhibitor	GLS inh	Tb PGK inh	IDH1 R132H inh	USP1-UAF1 inh	PI4K2A inh	rTrxR1 inhibitor	HP1b binding inh	Structure
5%	34%[activator]	1%	i	11%	-25%	0	11%	24%	Cc1cccc2c1Sc1ccc(Cl)cc1CC2N1CCNCC1 (stereo unspecified)
8%	-3%	-9%	-1%	9%	-13%	-6	15%	5%	CCN(CC(=O)NCc1ccc(Cl)cc1)C(=O)CCC(=O)c1ccc(C)cc1
3%	2%	-16%	-7%	-7%	?	-1	23%[11.4 µM]	58%[activator]	CCOc1ccc(-c2cn3c(n2)sc2cc(C(=O)NCCCN4CCCCCC4)ccc23)cc1

Not all compounds are listed. The share of hits here may be higher or lower than overall.
